N-glyco inh: blocks N-linked glycosylation in D54 reporter cells. reporter increase, % at 12.5 µM. D54 ERlucT glycosylation luciferase reporter, 24 h; percent of 100 nM tunicamycin response. actives 0.23% (n = 360,000);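 active = mean luciferase reporter signal, scaled so untreated is 0 and the glycosylation-blocking control 100, at or above a set limit in every replicate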;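 also: luciferase carries N-glycosylation sites so blocking glycosylation raises the light; 0% = median of neutral control wells and 100% = median of 100 nM tunicamycin wells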
H9c2 protect: myocardial damage modulation in H9c2 cells; H9c2 cardiomyocytes, H2O2 injury protection, ATPLite, 2 h; protection from H2O2 cell death, % at 20 µM; actives 0.63% (n = 360,000); AID 588492;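 active = compounds giving at least 50% protection of heart cells from peroxide-induced death in the single-dose screen, raw or plate-pattern-corrected value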;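 also: 0% = DMSO wells with peroxide and 100% = DMSO wells without peroxide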
Vif imaging: blocks HIV Vif function; actives 0.35% (n = 340,000); HEK293T cells, Vif self-association by quenched fluorescence, imaging, 24 h; inhibition, % at 7.49 µM; in the data active = inhibition above about 50%, passing the limit was not always enough; also: some results filed as inactive read as strong as hits
ABCB6 inh MLPCN: inhibitors of human ABC transporter ABCB6; AID 602162; actives 0.19% (n = 360,000); K562-ABCB6 porphyrin accumulation, flow cytometry, 1 h; stronger effect = lower value; Q9NP58; fluorescence ratio to DMSO, % at 10 µM;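 active = fluorescence ratio to DMSO below 75%, the collection mean minus 3 SD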;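 also: signal is porphyrin accumulated inside mitochondria; 100% equals median channel fluorescence of DMSO control wells; lower ratio means ABCB6 inhibition with less porphyrin fluorescence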
PDI turbidity: blocks human protein disulfide isomerase activity. P07237. PDI insulin aggregation turbidity, A650, 90 min. inhibition, % at 10 µM. actives 0.052% (n = 350,000);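 active = mean inhibition across replicates of 30% or more, whatever share of single replicates reach that level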;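 also: absorbance from insulin aggregation driven by PDI reduction with DTT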
Target sequence (P07237 whole entry, looked up): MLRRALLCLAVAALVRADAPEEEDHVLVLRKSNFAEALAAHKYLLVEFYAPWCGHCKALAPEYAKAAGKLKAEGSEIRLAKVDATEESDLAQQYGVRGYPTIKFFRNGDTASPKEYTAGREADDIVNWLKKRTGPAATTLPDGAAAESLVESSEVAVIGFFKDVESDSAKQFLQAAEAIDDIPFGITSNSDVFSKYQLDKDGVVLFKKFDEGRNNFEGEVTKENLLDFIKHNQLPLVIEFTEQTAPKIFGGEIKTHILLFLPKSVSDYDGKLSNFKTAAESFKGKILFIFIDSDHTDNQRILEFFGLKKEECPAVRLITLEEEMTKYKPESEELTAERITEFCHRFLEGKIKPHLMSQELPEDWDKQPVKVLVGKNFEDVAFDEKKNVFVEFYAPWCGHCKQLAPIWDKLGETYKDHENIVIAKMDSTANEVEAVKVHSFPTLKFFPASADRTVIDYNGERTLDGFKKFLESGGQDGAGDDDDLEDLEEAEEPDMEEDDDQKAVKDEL
Exocytosis inh: lytic granule exocytosis inhibition. inhibition, % at 10 µM. AID 651702. TALL-104 LAMP-1 surface exposure, flow cytometry; cells stimulated with thapsigargin and PMA. actives 0.66% (n = 360,000);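 active = inhibition above about 55%, limit read from the data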
hiPSC survival: hiPSC single-cell survival enhancement. ATPlite luminescence; 100% = ROCK inhibitor wells, 0% = DMSO. survival enhancement, % at 20 µM. actives 0.044% (n = 360,000); in the data active = survival enhancement above about 18%;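 also: cells exposed to compounds for 16 hours before the ATP read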
HTR2A ag: activates the mouse 5-HT2A serotonin receptor; CHO-K1 mHTR2A beta-arrestin complementation, luminescence; percent of 30 µM serotonin response; activation, % at 7.6 µM; actives 0.66% (n = 360,000); AID 624169;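 active = activation above a run cutoff, the mean activation of all tested compounds plus 3 SD, cut at about 14% in these data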;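 also: 0% = plate median of compound wells and 100% = 30 µM serotonin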
Target sequence (P35363 whole entry, looked up): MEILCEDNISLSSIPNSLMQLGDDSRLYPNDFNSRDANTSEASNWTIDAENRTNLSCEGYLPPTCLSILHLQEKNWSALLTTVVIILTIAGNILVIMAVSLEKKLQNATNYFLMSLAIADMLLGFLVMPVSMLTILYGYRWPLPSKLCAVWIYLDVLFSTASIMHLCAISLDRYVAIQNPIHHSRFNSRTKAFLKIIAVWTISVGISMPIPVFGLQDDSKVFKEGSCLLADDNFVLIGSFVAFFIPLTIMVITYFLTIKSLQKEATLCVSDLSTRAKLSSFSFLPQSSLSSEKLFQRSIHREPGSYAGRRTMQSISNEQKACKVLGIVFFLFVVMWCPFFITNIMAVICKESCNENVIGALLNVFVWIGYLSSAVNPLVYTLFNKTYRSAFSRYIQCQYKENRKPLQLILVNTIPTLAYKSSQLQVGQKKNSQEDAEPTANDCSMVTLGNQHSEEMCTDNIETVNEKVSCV
aDG glyco up: increases alpha dystroglycan glycosylation; Pro5-aDG cells, alpha-DG glycosylation AlphaScreen (IIH6); 0% Pro5, 100% B10-LARGE cell signal; activation, % at 10 µM; actives 0.22% (n = 360,000); AID 624168;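 active = activation of at least 8% versus controls, or a plate z-score of at least 8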;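 also: Pro5 are CHO cells carrying HIG-tagged alpha-DG that lacks glycosylation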
CaV13 ICDI inh: Disruptors of the CACNA1D IQ motif to Ca2+-dependent inactivation inhibitor domain association, primary screening, Förster resonance energy transfer in intact living …; HEK cells, CFP/YFP FRET ICDI-IQ, plate reader, 10 min; percent FRET-ratio fall versus neutral wells; inhibition, % at 12.3 µM; actives 0.098% (n = 340,000); AID 743397;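 active = mean replicate inhibition of at least 30% and at least 1% of replicates passing that level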;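 also: 0% = median of the neutral control wells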
* hit, by the source's call; . = no result given.

SMILES | N-glyco inh | H9c2 protect | Vif imaging | ABCB6 inh MLPCN | PDI turbidity | Exocytosis inh | hiPSC survival | HTR2A ag | aDG glyco up | CaV13 ICDI inh
CCCOc1ccc(Cc2c(O)nc(N)[nH]c2=O)cc1C | 0 | 5 | 2 | 100 | 1 | 2 | 0.0 | 2 | -0.1 | -4
COc1ccc(C(=O)NC2CCN(CC(=O)N3CCCCC3)CC2)cc1 | 6 | 2 | 13 | 103 | -1 | -18 | 2.3 | -5 | -0.1 | -4
O=C(Nc1nccs1)c1ccc(-c2cccc([N+](=O)[O-])c2)o1 | -2 | 5 | 3 | 94 | -3 | 1 | -3.8 | -4 | -0.4 | 2
Cn1c(SCC(=O)Nc2ccc(C(=O)O)cc2)nc2scc(-c3ccccc3Cl)c2c1=O | 0 | 5 | -2 | 94 | -4 | -1 | -2.6 | -4 | 0.0 | -6
COc1ccc(OCC(=O)N2CCN(C(=O)c3ccc([N+](=O)[O-])cc3)CC2)cc1 | 3 | 0 | 30 | 101 | 11 | -18 | -0.8 | -1 | -0.4 | -5
O=C(/C=C/[C@H]1O[C@@H](n2ccc(=O)[nH]c2=O)[C@H](O)[C@@H]1O)NCC1CCCO1 (some centres undefined) | -2 | -3 | -3 | 99 | . | -6 | -2.3 | 1 | 0.0 | -3
O=C(Cn1ncc2c([nH]c3ccccc32)c1=O)N1CCN(c2ccccn2)CC1 | -2 | 9 | 5 | 99 | -5 | -7 | 0.0 | -1 | 0.2 | -7
CC[C@@]12C(=O)N(c3cccc(F)c3)C(=O)N1[C@H](c1ccc(OC)cc1)[C@@H]1C(=O)N(C(C)(C)C)C(=O)[C@@H]12 | -2 | 5 | . | 101 | 0 | 3 | 0.2 | -4 | 0.0 | -5
Cc1ccc(N2CC(C(N)=O)CC2=O)cc1C (centres undefined) | 3 | 4 | 9 | 94 | 17 | 2 | 1.2 | 0 | 0.0 | -4
CCOC(=O)C1CCN(C(=O)CCc2c(C)nc3cc(-c4ccccc4)nn3c2C)CC1 | 0 | -1 | -13 | 89 | -3 | -5 | 0.3 | 3 | -0.2 | -6
CCCCOc1ccc(NC2=NC3(CCCCC3)N=C(N)N2)cc1 | 11 | -5 | 1 | 99 | 1 | 2 | -0.1 | 1 | -0.4 | -3
N/C(=N\OC(=O)CSc1ccccc1)c1ccccn1 | -1 | 0 | 1 | 94 | -2 | 0 | -0.5 | -1 | 0.4 | -7
CCn1cc(C(=O)N[C@H](C(=O)NCCCO)C(C)C)c(=O)c2cc3c(cc21)OCO3 | 1 | 1 | 5 | 97 | 0 | -6 | 0.0 | 4 | 1.2 | -18
CCOc1cc(C(=O)OCC(=O)c2c[nH]c3ccccc23)ccc1OCC(=O)N1CCOCC1 | -1 | 20 | 2 | 102 | 1 | -1 | -1.4 | -3 | -0.1 | .
COc1cccc(OCCCCCN2CCOCC2)c1 | 0 | -2 | 3 | 97 | 2 | 0 | 0.3 | 3 | -0.1 | -8
CCc1cn([C@H]2C[C@H](O)[C@@H](CO)O2)c(=O)[nH]c1=O | 0 | 37 | -4 | 103 | 0 | 5 | -1.9 | 2 | -0.2 | -4
O=C(Nc1ccccc1C(=O)NCCCn1ccnc1)c1ccccc1 | 1 | 0 | 0 | 90 | 4 | 0 | -2.1 | 2 | 0.1 | -9
CC(C)(C)NC(=O)CN(C(=O)C1(C)CC(=O)N=C2C=CC=CN21)C1CCCC1 (centres undefined) | 2 | 0 | 5 | 102 | -5 | -1 | -0.5 | 1 | 0.1 | -9
CCOC(=O)C1(C)NC(c2ccc(OC)c(OC)c2)C2C(=O)N(c3cccc(C(C)=O)c3)C(=O)C21 (centres undefined) | 1 | 1 | 1 | 103 | 9 | 4 | -0.4 | 0 | -0.2 | -17
c1cnc(N2CC[N+]3(CCCC3)CC2)nc1 | 3 | 4 | 18 | 90 | -1 | 3 | -1.8 | 6 | 0.1 | -4

3 structures already listed, ordered by molar mass, lowest first.
SMILES | N-glyco inh | H9c2 protect | Vif imaging | ABCB6 inh MLPCN | PDI turbidity | Exocytosis inh | hiPSC survival | HTR2A ag | aDG glyco up | CaV13 ICDI inh
N/C(=N\OC(=O)CSc1ccccc1)c1ccccn1 | -1 | 0 | 1 | 94 | -2 | 0 | -0.5 | -1 | 0.4 | -7
CCn1cc(C(=O)N[C@H](C(=O)NCCCO)C(C)C)c(=O)c2cc3c(cc21)OCO3 | 1 | 1 | 5 | 97 | 0 | -6 | 0.0 | 4 | 1.2 | -18
CCOC(=O)C1CCN(C(=O)CCc2c(C)nc3cc(-c4ccccc4)nn3c2C)CC1 | 0 | -1 | -13 | 89 | -3 | -5 | 0.3 | 3 | -0.2 | -6

Remaining list, next part.
SMILES | N-glyco inh | H9c2 protect | Vif imaging | ABCB6 inh MLPCN | PDI turbidity | Exocytosis inh | hiPSC survival | HTR2A ag | aDG glyco up | CaV13 ICDI inh
COc1ccc(C(=O)NNC2=NCCCCC2)cc1 | 2 | 4 | -3 | 95 | -1 | 4 | 1.0 | -3 | -0.3 | -1
CC1(C(=O)Nc2cccc(C(F)(F)F)c2)Cc2c(-c3ccccc3)ccnc2O1 (centres undefined) | -2 | -3 | 11 | 100 | 4 | -2 | 1.6 | -4 | 0.1 | -8
O=C(CSc1nccc(=O)[nH]1)Nc1cccc(S(=O)(=O)N2CCOCC2)c1 | 2 | 11 | 4 | 102 | -6 | 0 | -0.3 | 0 | 0.1 | -5
CCOC(=O)CCNC(=O)Nc1ccc2nc(C)n(Cc3cccc(Cl)c3)c(=O)c2c1 | -2 | 15 | -3 | 95 | 11 | -2 | 8.1 | -4 | 0.3 | .
Cc1nc2ccccc2c(=O)n1/N=C/c1c(O)ccc2oc3c(c12)CCCC3 | 0 | 100* | 3 | 91 | -6 | -1 | 1.1 | 2 | 0.8 | -7
Clc1ccc2[nH]c3c(NCCCN4CCOCC4)ncnc3c2c1 | -2 | -5 | -1 | 98 | -12 | -2 | 4.0 | -7 | 0.9 | .
c1ccc(-n2ncc3c2ncn2nc(CSc4nc5ccccc5s4)nc32)cc1 | 1 | -5 | -2 | 94 | -4 | -1 | -3.2 | 0 | 0.2 | .
Clc1cccc(N/N=C/c2ccc(N3CCOCC3)cc2)c1 | 1 | -17 | . | 95 | -1 | 0 | -0.3 | -2 | -0.4 | -8
CC1CCCC(C)N1C(=O)CN1c2cccc3cccc(c23)S1(=O)=O (centres undefined) | 2 | 3 | -2 | 98 | -5 | 1 | -0.3 | -6 | -0.2 | -5
Cc1ccc2nc(N(CCCN(C)C)C(=O)c3ccc(S(=O)(=O)N4CCCCCC4)cc3)sc2c1 | -6 | -10 | 2 | 102 | -1 | 33 | -0.3 | -11 | 0.3 | .
Cc1[nH]nc2c1C(c1ccc(F)cc1)C1=C(CC(C)(C)CC1=O)N2 (centres undefined) | 14 | -1 | -1 | 88 | 6 | 2 | -1.5 | 6 | 0.1 | -5
CC(C(=O)N1CCc2ccccc21)N(C)CC(=O)Nc1ccccc1Cl (centres undefined) | 2 | -2 | . | 101 | 0 | -10 | 0.0 | -3 | 0.2 | -3
Cc1nc2nc[nH]n2c(=O)c1NS(=O)(=O)c1ccc(C(C)(C)C)cc1 | 5 | 0 | 8 | 95 | 6 | -5 | -0.3 | -1 | -0.3 | -7
Cc1nc(C)c(C(=O)N/N=C/c2c[nH]c3ccccc23)s1 | 22 | 4 | 1 | 98 | 1 | -3 | -1.3 | -3 | -0.1 | .
O=C(O)c1ccc(NC(=S)NC(=O)c2cccc(COc3ccccc3)c2)cc1 | 2 | 3 | -7 | 92 | -1 | 19 | -0.6 | 2 | 0.4 | -5
COc1ccc(Nc2nc(N)c([N+](=O)[O-])c(NCc3ccccc3)n2)cc1 | -6 | -6 | -23 | 95 | 8 | 35 | -0.6 | -2 | -0.2 | 3
Cc1c(/C=N\NC(=O)c2csc3ccccc23)cnn1C | 5 | -4 | 26 | 102 | 2 | -1 | -2.5 | -3 | -0.3 | -5
CCCn1c(=NC(=O)c2ccco2)c(C(=O)OCC)cc2c(=O)n3ccccc3nc21 | 1 | 3 | . | 94 | -6 | 4 | 1.4 | 5 | 1.1 | .
COc1ccc(C(=O)OC(C)C(=O)NC2CCCc3ccccc32)cc1OC (centres undefined) | 0 | 2 | 1 | 101 | -8 | -3 | 0.0 | 2 | 0.2 | -3
COCCCNCCOCCSc1ccc(Cl)cc1 | -3 | 5 | 11 | 92 | -2 | -2 | 0.6 | -1 | 0.4 | -3
CCOC(=O)c1c(NC(=O)COC(=O)Cc2c[nH]c3ccccc23)sc(C(=O)N(C)C)c1C | 3 | 11 | -2 | 100 | 4 | 3 | -0.5 | 6 | 0.1 | -3
CC(C)(C)CC(=O)NC(=S)NCCc1ccccc1 | -5 | -7 | . | 104 | 0 | 6 | 0.2 | -4 | 0.1 | -7
Cn1cccc2[nH]c(=O)nc1-2 | 2 | 3 | -4 | 96 | -8 | 0 | 0.1 | 0 | -0.1 | -1
CCc1nc(SCC(=O)Nc2ccc(F)cc2)c2c(=O)n(C)c(=O)n(C)c2n1 | -6 | 5 | 1 | 102 | -2 | 12 | -0.5 | 1 | 0.1 | -6
CCc1cc(Cn2nc(-c3ccccc3)cc2C(=O)NCc2cccc(C(F)(F)F)c2)on1 | -5 | -1 | -3 | 96 | -2 | -3 | -3.3 | -2 | 0.0 | -11
Nc1ncnc(Nc2cc(Cl)cc(Cl)c2)c1[N+](=O)[O-] | 0 | 0 | -1 | 100 | -8 | 4 | -1.2 | -1 | -0.1 | -3
O=C1CSC(c2ccccc2Br)N1c1ccc(Cl)cn1 (centres undefined) | -4 | -1 | 6 | 106 | 1 | 48 | -0.2 | -2 | 0.9 | 6
Cn1c(=O)oc2cc(S(=O)(=O)N3CCC(C(=O)NCc4ccc(F)cc4)CC3)ccc21 | -1 | -2 | 5 | 94 | 9 | -1 | 1.7 | -7 | 0.1 | -6
COc1ccc(NC(=O)CCC(=O)c2cccs2)cc1Cl | 3 | 1 | 8 | 105 | 0 | 0 | -0.2 | 4 | 0.0 | -4
Cc1ccc2c(c1)C1(C(=O)N2C)N2CC3(C)CN1CC(C)(C2)C3=O (centres undefined) | 3 | 5 | 10 | 80 | -5 | 3 | -2.1 | 3 | -0.2 | -12
COc1ccc(S(=O)(=O)N(CC(=O)NCc2cccnc2)c2ccc(C)cc2)cc1OC | -1 | 4 | 9 | 99 | 16 | -3 | 1.3 | 4 | 0.0 | -5
CSc1nc2nc(-c3ccc(F)cc3)c(CCN3CCN(C)CC3)cn2n1 | -1 | 4 | -2 | 97 | -2 | 3 | -0.4 | 1 | 0.0 | -6
COc1cccc(C2CC(c3ccccc3Cl)n3ncnc3N2)c1 (centres undefined) | 1 | 5 | -7 | 109 | 4 | -5 | 3.5 | -2 | 0.1 | -8
Cc1ccc(S(=O)(=O)CCC(=O)OCC(=O)N2CCN(S(=O)(=O)c3ccccc3)CC2)cc1 | -2 | 1 | 1 | 98 | 0 | 1 | -0.1 | 1 | 0.0 | -6
O=C(Nc1nc(-c2ccccc2)cs1)c1ccc(S(=O)(=O)N2CCc3ccccc32)cc1 | -6 | -21 | -44 | 91 | 4 | -1 | -0.4 | -2 | -0.1 | -7
COc1ccccc1N1CCN(/N=C/C(Cl)=C/c2ccccc2)CC1 | 1 | -7 | -1 | 96 | 9 | 5 | -0.5 | 7 | -0.4 | -4
Cc1ccc(CNC(=O)CCc2ccccc2)cc1 | 1 | 4 | 0 | 100 | 5 | 0 | 2.2 | -2 | 0.2 | 2

Source: PubChem BioAssay (several laboratories)
